Source: PubChem
TAAR1 ag: agonists of human TAAR1; Q96RJ0; CHO RD-HGA16 TAAR1, Fluo-8 calcium fluorescence; vehicle wells 0%, saturating PEA agonist 100%; activation, % at 3 µM; 0.99% of 360,000 active;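 active = activation above the mean activation of all test compounds in the run plus 3 SD, cut at about 38% in these data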
Target sequence (Q96RJ0 whole entry, looked up): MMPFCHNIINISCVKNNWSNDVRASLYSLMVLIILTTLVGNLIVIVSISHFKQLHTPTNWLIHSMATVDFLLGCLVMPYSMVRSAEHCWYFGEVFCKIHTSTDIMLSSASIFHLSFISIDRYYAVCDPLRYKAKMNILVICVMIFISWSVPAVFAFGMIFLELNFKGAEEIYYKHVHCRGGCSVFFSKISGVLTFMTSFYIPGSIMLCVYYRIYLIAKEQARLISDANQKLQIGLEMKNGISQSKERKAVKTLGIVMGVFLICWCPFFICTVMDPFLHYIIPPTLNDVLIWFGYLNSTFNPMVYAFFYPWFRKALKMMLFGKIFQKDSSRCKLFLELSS
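Benchmarks: low control DMSO, high control PEA (EC100); System: CHO RD-HGA16 cells carrying human TAAR1 plus Gα16; Detection: Fluo-8 fluorescence, 5 s baseline then 140 s kinetic read; Schedule: 17-24 h plating, Fluo-8 75 min 37 °C, 30 min RT; Read-out basis: % activation from peak over basal fluorescence ratio, DMSO-to-PEA scaled.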
M5 PAM: CHRM5 positive allosteric modulation | CHO-K1 hM5, Fluo-8 calcium, ACh EC20 PAM; 0% = ACh EC20, 100% = ACh EC100 | 0.3% of 360,000 active | AID 624038 | activation, % at 3 µM;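 active = activation above the run cutoff, the mean activation of all test compounds plus 3 SD, cut at about 18% in these data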
Target sequence (P08912 whole entry, looked up): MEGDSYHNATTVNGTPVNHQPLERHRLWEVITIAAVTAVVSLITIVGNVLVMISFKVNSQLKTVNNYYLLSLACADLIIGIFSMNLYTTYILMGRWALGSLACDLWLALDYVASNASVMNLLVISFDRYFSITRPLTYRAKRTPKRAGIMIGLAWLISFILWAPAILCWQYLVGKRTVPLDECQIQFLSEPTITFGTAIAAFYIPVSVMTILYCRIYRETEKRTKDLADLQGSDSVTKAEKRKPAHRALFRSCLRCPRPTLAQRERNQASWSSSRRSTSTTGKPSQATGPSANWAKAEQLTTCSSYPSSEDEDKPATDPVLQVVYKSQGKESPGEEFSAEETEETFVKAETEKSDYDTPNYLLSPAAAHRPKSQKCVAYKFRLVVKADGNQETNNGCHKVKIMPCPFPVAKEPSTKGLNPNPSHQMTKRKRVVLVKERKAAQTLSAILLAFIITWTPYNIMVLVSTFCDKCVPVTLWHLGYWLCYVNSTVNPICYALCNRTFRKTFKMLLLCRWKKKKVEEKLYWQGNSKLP
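System: CHO-K1 hM5 cells. Reagent: acetylcholine, EC20 level. Compound dosing: single dose, 3 µM nominal final test concentration. Timing: Post-acetylcholine fluorescence recording 140 s. Detection: Fluo-8 calcium fluorescence. Read-out: % activation, ACh-normalized. Benchmarks: ACh EC20 and EC100 wells. Repeats: singlicate, one well per test compound.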
M1 ag: activates human CHRM1 receptor | P11229 | CHO-K1 hM1, Fluo-8 calcium fluorescence, agonist mode; 0% DMSO, 100% acetylcholine EC100 | activation, % at 3 µM | 0.33% of 360,000 active;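 active = activation above the run's mean compound activation plus 3 SD, cut at about 16% in these data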;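 also: peak over basal fluorescence ratio within a 140 s kinetic read after compound addition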
CHRM4 agonist: agonists of human muscarinic M4 receptor (CHRM4). P08173. CHO-K1 hM4/Gqi5, Fluo-8 calcium fluorescence; vehicle 0%, full acetylcholine response 100%. activation, % at 3 µM. 0.14% of 360,000 active. AID 624127;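 active = activation above the run mean over all test wells plus 3 SD, cut at about 32% in these data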;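 also: peak over basal fluorescence ratio per well then scaled between controls; 0% = DMSO wells and 100% = acetylcholine at EC100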
M1 PAM: positive allosteric modulators of human M1 muscarinic receptor; CHO-K1 hM1, Fluo-8 calcium fluorescence, ACh EC20; 0% = ACh EC20, 100% = maximal ACh; activation, % at 3 µM; 0.088% of 360,000 active; AID 588819; in the data active = activation above about 19%, passing the limit was not always enough
M4 antag: CHRM4 antagonism in calcium assay | inhibition, % at 3 µM | AID 624125 | CHO-hM4 cells, ACh EC80, Fluo-8 calcium fluorescence | 0.73% of 360,000 active;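 active = inhibition above its plate's cutoff, the mean inhibition of sample wells plus 3 SD, cut at about 27% in these data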;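 also: 0% = acetylcholine EC80 with DMSO and 100% = DMSO without agonist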
CHRM5 agonist: CHRM5 agonism in calcium assay; 0.19% of 360,000 active; CHO-K1 hM5 cells, Fluo-8 calcium fluorescence; 0% DMSO wells, 100% maximal acetylcholine response; activation, % at 3 µM; P08912;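 active = activation above the run's mean over test compounds plus 3 SD, cut at about 23% in these data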;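 also: signal is peak over basal fluorescence ratio across the kinetic read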
CHRM5 antagonist: CHRM5 antagonism in calcium assay; inhibition, % at 3 µM; AID 624040; CHO-hM5 cells, Fluo-8 calcium fluorescence, ACh EC80; 0.59% of 360,000 active;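 active = inhibition above a per-plate cutoff, the mean of that plate's test compounds plus 3 SD, cut at about 27% in these data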;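 also: 0% = acetylcholine EC80 with DMSO and 100% = DMSO without agonist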
M1 antag: blocks human M1 muscarinic receptor; P11229; CHO-K1 hM1, Fluo-8 calcium fluorescence, ACh EC80 antagonist; inhibition, % at 3 µM; 1.3% of 360,000 active; AID 588852;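 active = percent inhibition above its own plate's cutoff, namely the mean of that plate's compound wells plus 3 SD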;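 also: peak over basal fluorescence ratio during 140 s after agonist addition; 0% = ACh EC80 plus DMSO and 100% = DMSO alone without agonist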
* = called active by the depositor; x = not tested or not shown. This is a subset, so the mix of outcomes need not match the whole.

structure	CHRM5 agonist	M1 ag	M4 antag	CHRM5 antagonist	M1 PAM	M5 PAM	TAAR1 ag	CHRM4 agonist	M1 antag
CCc1nnc(NS(=O)(=O)c2ccc(NC(=O)/C=C/c3ccc(F)cc3)cc2)s1	2	-8	9	3	7	0	-2	0	2
C=CCN1C=CC(=C/C=C(/C#N)C(=O)OCC)C=C1	5	9	-7	7	-13	-3	32	6	1
COc1ccccc1N1CCN(C(=O)c2ccco2)CC1	-1	-4	4	6	0	-1	2	1	-2
O=C(Nc1ccccc1F)C1CCCN1S(=O)(=O)c1cccc2nsnc12 (centres undefined)	1	0	1	-2	5	7	0	2	-9
CCOC(=O)C1CCN(C(=O)c2cc3c(OC)c(OC)c(OC)cc3[nH]2)CC1	-9	-3	-9	2	3	-6	0	1	-10
COC(=O)c1c(NC(=O)CCCC(=O)O)sc(C)c1C	-2	-2	15	2	8	-2	0	-1	-6
CCC(=O)Nc1c2c(nn1-c1ccc(C)cc1)CS(=O)(=O)C2	-2	-1	-7	1	4	-1	x	1	-7
CCOc1ccc(Nc2cc(=O)n(C)c(=O)n2C)cc1	-3	-5	-10	1	7	0	3	0	-8
CCOC(=O)c1cc2sccc2n1CC(=O)OC(C)C	-4	-4	-23	-1	19*	-5	3	0	-50
CCOC(=O)C1=C(C)NC(=O)NC1c1ccc(N(CC)CC)cc1 (centres undefined)	-6	-12	5	6	-24	-13	-1	-2	30*
O=C(Nc1sc2c(c1C(=O)NC1CC1)CCCCCC2)c1ccco1	0	0	-1	2	14	0	6	1	5
C=CC[N+]1(CC#Cc2ccccc2)CCCC1	-11	-14	7	1	-16	-4	6	1	12
CCc1noc(C)c1C(=O)OCC(=O)c1ccc(NC(C)=O)cc1F	10	-2	-20	8	0	9	4	4	-8
O=C(CSc1c[nH]c2ccccc12)NCC1CCCO1 (centres undefined)	1	-2	-18	-5	0	4	1	1	-6
CCOC(=O)Nc1cc(Br)c2c(c1)OCCO2	3	-4	-1	-2	2	5	9	0	-2
CCOCCCN(C(=O)c1snc(C(N)=O)c1N)C(C(=O)NCCC(C)C)c1ccc(Cl)cc1 (centres undefined)	1	-2	-2	-15	2	-2	7	1	-7
COc1cccc(-c2cc3nc(NCc4ccccc4F)n(C)c(=O)c3s2)c1	0	-2	4	8	0	-5	0	0	-8
COCOc1cccc(CN2CCC(C)(Oc3ccc(C(C)=O)cc3)C2)c1 (centres undefined)	-3	-9	4	-15	-10	7	-1	1	29*
CN(CC(=O)NCc1ccccn1)S(=O)(=O)c1ccc2ccccc2c1	-2	-5	-1	-13	-6	-9	1	0	6
Cc1cc(C)cc(OCC(=O)NC(C)c2ccccc2)c1 (centres undefined)	-6	-6	4	8	1	-2	-1	-2	1
CC(C)CCN(CCC(C)C)C(CO)(CO)CO	1	0	5	-3	9	6	8	0	9
COC(=O)c1sccc1NC(=O)Cc1ccc(OC)c(OC)c1	4	1	-7	0	0	-4	3	5	8
CN(C)C(CNC(=O)c1ccc2[nH]c(=O)c(=O)[nH]c2c1)c1ccco1 (centres undefined)	3	-3	7	4	2	-8	0	1	-8
CC(C)(C)c1nnc(SCC(=O)c2ccccc2)n(N)c1=O	0	-4	9	1	-2	-3	4	1	-1
COC(=O)Cn1cnc2c(C#N)c3n(c2c1=O)CCCC3	3	-1	3	-1	-10	-11	22	3	13
CCn1c(COc2cccc(OC)c2)nnc1SCC(=O)NCC1CCCO1 (centres undefined)	-1	-5	8	20	3	-4	5	0	-3
COC(=O)CNC(=O)CSc1nc2sccc2c(=O)n1-c1ccccc1	-1	-3	1	-9	4	6	3	1	-4
O=C(CCc1nc2ccccc2s1)N1CCN(c2ccccc2)CC1	-1	-3	2	8	3	-8	6	4	-1
Cc1ccccc1-n1c(SCC(=O)NCc2cccs2)nc2ccccc2c1=O	-1	-6	-6	10	9	-4	3	2	-6
COc1cccc(-c2ccc3ncnc(NCc4ccc5c(c4)OCO5)c3c2)c1	-9	-4	-5	0	-8	-1	4	3	13
Cc1ccc(SC/C(O)=C(\C#N)c2nc3ccccc3s2)cc1	6	3	4	-7	9	5	7	1	-8
COc1ccc2c(c1)[nH]c1c(=O)n(/N=C/c3ccc(OC)c(CN4CCCC4)c3)cnc12	-1	3	-1	0	2	5	0	0	-1
O=C(COC(=O)C1=COCCO1)Nc1ccc2c(c1)OCO2	-2	1	2	1	9	16	6	1	-3
O=C(Nc1cccc(Cl)c1)C1C2CCC3C(CCC21)C3(Cl)Cl (centres undefined)	-4	-14	0	7	-23	-11	4	4	32
Oc1ccc(Nc2ncnc3ccccc23)cc1	2	2	-12	-2	21	0	1	2	-24
COc1ccc(N2CCN(C(=O)CCS(=O)(=O)c3ccc(OC)cc3)CC2)cc1	-1	-5	-7	6	-1	-6	4	6	2
COc1ccc(OC)c(Nc2nc(-c3cccc([N+](=O)[O-])c3)nc3ccccc23)c1	-1	-5	-6	-1	12	1	8	0	-9
COc1ccc(CNC(=O)CN(Cc2ccc(F)cc2)C(=O)c2csnn2)cc1	3	1	7	2	4	-1	7	2	-7
CN1CCSc2ccc(C(=O)Nc3ccc(Cl)cc3)cc21	-3	-6	20	9	-3	2	7	-1	7
Cc1cccc(-n2cc[nH]c2=S)c1C	-4	-6	0	-1	6	5	1	1	-3
Cc1ccc2c(c1)C1CN(C)CCC1N2S(=O)(=O)c1ccccc1F (centres undefined)	-3	-8	3	-4	5	3	-1	2	-9
COc1cc(-c2noc(C3CCCN(S(=O)(=O)c4cccc(Cl)c4)C3)n2)cc(OC)c1OC (centres undefined)	-3	-7	31*	-4	-6	-11	4	-1	5
Nc1[nH]c(C(=O)c2ccccc2)c(-c2ccncc2)c1C(=O)NC1CC1	0	x	-7	6	x	-1	1	2	x
Cc1ccc(-n2nnnc2SCC(=O)c2cc(C)n(-c3cc(C)on3)c2C)cc1	-2	-3	-3	-3	0	-2	x	1	1
COCCN1C(=O)N[C@@H](c2ccccc2)[C@@H](C(=O)OC)[C@H]1C	3	-4	11	12	1	1	-1	0	-1
CCCCN(C)C(=O)c1nc2ccccn2c1CN1CCN(c2ccccn2)CC1	0	-5	3	-4	0	-5	6	3	-1
CCOC(=O)[C@@H]1[C@H]2COc3cc(OC)ccc3[C@@H]2N2C(=O)N(c3ccc(C(F)(F)F)cc3)C(=O)[C@]12C	2	-1	3	3	5	8	9	1	-9
COc1ccc(S(=O)(=O)/N=C2/NC(=O)/C(=C/c3ccco3)S2)cc1	0	-3	-3	21	-7	-18	1	8	10
O=C(NCc1ccc(Cl)cc1)C1CCCN1C(=O)Nc1ccc(F)cc1 (centres undefined)	-6	-4	-2	9	9	-6	6	1	-14
COc1ccccc1C(=O)N/C(=C\c1ccccc1)C(=O)NC(C)C(=O)O (centres undefined)	4	-1	-1	7	6	5	1	1	-7
CN(C)c1oc(-c2ccccc2)nc1C#N	-2	-4	-4	-8	8	14	1	1	-7
CC1(C(=O)Nc2ccc3c(c2)OCCO3)CCN1C(=O)C1(c2ccc(Cl)cc2)CC1 (centres undefined)	0	-4	-5	-2	-5	-3	0	6	6
Cc1ccc(NC(=O)CCc2c(C)nn(-c3ccc(N4CCOCC4)nn3)c2C)c(C)c1	-2	-1	-8	14	-1	-9	3	1	-10
COc1ccccc1CN1CC(C(=O)NCCc2cn[nH]c2)CCC1=O (centres undefined)	-1	-3	1	-19	4	6	1	1	0
Brc1ccc2nc(-c3ccco3)c(CC3CCCCC3)n2c1	2	8	-12	4	16	-4	0	1	-31
COc1ccc(N2CCN(C(=O)Cc3cccs3)CC2)cc1	-5	-2	-3	5	1	-5	8	2	-3

3 structures from above, ordered by formula weight, highest first:
structure	CHRM5 agonist	M1 ag	M4 antag	CHRM5 antagonist	M1 PAM	M5 PAM	TAAR1 ag	CHRM4 agonist	M1 antag
Cc1ccc(SC/C(O)=C(\C#N)c2nc3ccccc3s2)cc1	6	3	4	-7	9	5	7	1	-8
COC(=O)Cn1cnc2c(C#N)c3n(c2c1=O)CCCC3	3	-1	3	-1	-10	-11	22	3	13
CCOc1ccc(Nc2cc(=O)n(C)c(=O)n2C)cc1	-3	-5	-10	1	7	0	3	0	-8

The listing continues.
structure	CHRM5 agonist	M1 ag	M4 antag	CHRM5 antagonist	M1 PAM	M5 PAM	TAAR1 ag	CHRM4 agonist	M1 antag
Cc1csc(SCC(=O)NCc2ccccc2Cl)n1	-3	-4	-7	6	8	1	4	0	-1
Cc1cc([N+](=O)[O-])nn1CCCC(=O)Nc1cc(Oc2ccccc2)cc([N+](=O)[O-])c1	-3	-9	-6	3	3	2	7	0	-13
Cc1ccc(C(=O)N/N=C/c2ccc(-c3ccccc3[N+](=O)[O-])o2)cn1	2	-8	5	-9	11	-7	7	4	-11
O=C(CSc1nnc(NC(=O)C2CCC2)s1)NC1CC1	-9	-2	-13	-6	6	14	1	0	-5
NC(=O)CSc1nnc(-c2ccc(S(=O)(=O)N3CCOCC3)cc2)n1CC1CCCO1 (centres undefined)	1	-3	5	6	-6	2	12	0	6
Cc1ccc(OCCCC(=O)Nc2ccc(S(=O)(=O)Nc3ccccn3)cc2)cc1	-2	-6	-1	5	14	-5	9	2	8
Cc1cc(C)nc(SCC(=O)Nc2cc(C)on2)n1	1	-3	2	4	7	-5	15	0	-5
O=C(/C=C/c1ccccc1)N1CCC(Cc2ccccc2)CC1	-3	-3	-9	2	4	-3	7	0	5
